Assay outcomes deposited in PubChem BioAssay by National Center for Advancing Translational Sciences (NCATS).
D3 antag: blocks the human D3 dopamine receptor | P35462 | D3R cells, DiscoveRx beta-arrestin luminescence, antagonist mode; hits give low values | max response, negative = inhibition, % | 360,000 tested, 2.5% active | AID 652054; in the data active means max response below about -50%; inconclusive means no clear call, values can overlap the other calls; further: on the % scale 0 is the no-effect control and ±100 the full control effect; mostly tested at two doses, the higher about 12 µM
Target sequence (P35462 whole entry, looked up): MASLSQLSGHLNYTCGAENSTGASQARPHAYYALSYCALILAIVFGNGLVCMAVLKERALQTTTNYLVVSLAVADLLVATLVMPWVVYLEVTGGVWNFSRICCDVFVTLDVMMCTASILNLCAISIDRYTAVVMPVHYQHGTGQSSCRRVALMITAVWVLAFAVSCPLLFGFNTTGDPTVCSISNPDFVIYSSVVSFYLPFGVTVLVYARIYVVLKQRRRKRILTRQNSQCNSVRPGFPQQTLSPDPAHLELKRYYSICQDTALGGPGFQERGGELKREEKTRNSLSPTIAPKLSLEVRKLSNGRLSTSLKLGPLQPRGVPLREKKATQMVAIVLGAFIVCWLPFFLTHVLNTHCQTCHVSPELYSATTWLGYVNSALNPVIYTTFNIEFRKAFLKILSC
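Cells expressing the human receptor were seeded at 1500 cells/well, incubated overnight at 37 degrees C in 5% CO2, then exposed to library compounds with dopamine controls for 90 minutes at 37 degrees C before luminescent detection.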
DRD3 agonist: activates the human D3 dopamine receptor; P35462; D3R DiscoveRx beta-arrestin cells, luminescence, 90 min; max activation, %; 410,000 tested, 0.58% active; in the data active means max activation above about 30%; further: 0% is about no effect; mostly tested at two doses, the higher about 12 µM
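Agonist-mode cell screen: cells plated at 1500/well and incubated overnight at 37 °C, then exposed to library compounds for 90 min at 37 °C. Detection reagent was added for 30–60 min at room temperature, and luminescence was read.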
IL1B secr inh: inhibitors of inflammasome signaling (IL-1 beta secretion); activity change, % at 57.5 µM; THP-1 LPS/ATP IL-1B secretion, AlphaLISA, 16 h; hits give low values; 360,000 tested, 4.7% active; in the data active means activity change below about -50%; inconclusive means mostly about -30% to -49%; further: on the % scale 0 is the no-effect control and ±100 the full control effect
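THP-1 cells pretreated 1 hr with compounds (up to 57.5 uM final), then stimulated with LPS (250 ng/mL final) plus ATP (1.25 mM final); secreted IL-1B measured by AlphaLISA after 16 hr, decreased signal indicating inhibition.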
GLP-1R agonist: GLP-1 receptor (human) agonism. Potency, µM (series often up to 45.6 µM), for the others: at the top dose activation, hits mostly activators. P43220. HEK293 GLP-1R CRE-luciferase, luminescence, 4-6 h; cells express a hypersensitive GLP-1R form. 380,000 tested, 0.007% active; further: potency means the concentration at half of the fitted maximal effect; % of control where 0% means no effect
Target sequence (P43220 whole entry, looked up): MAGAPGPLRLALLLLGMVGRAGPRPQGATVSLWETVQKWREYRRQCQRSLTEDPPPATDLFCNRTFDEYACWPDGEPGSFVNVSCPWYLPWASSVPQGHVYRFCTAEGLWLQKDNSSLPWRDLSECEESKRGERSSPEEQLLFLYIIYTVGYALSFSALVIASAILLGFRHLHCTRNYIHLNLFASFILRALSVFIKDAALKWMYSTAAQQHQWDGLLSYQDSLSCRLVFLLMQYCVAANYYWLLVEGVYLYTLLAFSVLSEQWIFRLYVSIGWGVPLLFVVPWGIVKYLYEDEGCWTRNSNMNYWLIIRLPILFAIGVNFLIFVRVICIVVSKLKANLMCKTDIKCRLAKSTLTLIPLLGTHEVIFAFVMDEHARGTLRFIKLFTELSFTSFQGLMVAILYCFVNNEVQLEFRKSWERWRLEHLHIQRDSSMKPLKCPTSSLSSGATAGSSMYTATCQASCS
KB-V1 cytotox: KB-V1 MDR subline cytotoxicity; KB-V1 MDR cells viability, CellTiter-Glo, 72 h; Potency, µM (highest dose often 46.1 µM), inactives show top-dose activity change, negative = cytotoxicity, hits mostly cytotoxic; 400,000 tested, 3.4% active; AID 1347076; further: potency means the concentration at half of the fitted maximal effect; on the % scale 0 is the no-effect control and ±100 the full control effect; nearly all actives have a fitted effect of over 60% in size
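Cytotoxicity toward P-gp-expressing KB-V1 cells was determined as loss of CellTiter-Glo luminescence after 72 h at 37 degrees C. Compounds were tested in quantitative HTS format across a concentration range, with curves fitted to normalized data.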
HT1080-NT tox: kills 2HG-producing HT-1080-NT fibrosarcoma cells; Potency, µM (series often up to 46.1 µM), for the others: top-dose activity, negative = less viability, actives largely listed as cytotoxic; 360,000 tested, 1.6% active; HT-1080-NT fibrosarcoma viability, CellTiter-Glo ATP luminescence, 48 h;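 further: NT is the 2HG producing partner of a matched IDH1 knockdown line; potency means the concentration at half of the fitted maximal effect; 0% = DMSO-treated cells and -100% = media-only wells without cells; nearly all actives have a fitted effect of over 55% in size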
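750 cells/well, RPMI + 5% FBS; 2 h settle, compound pin-transfer, 48 h at 37 degrees C. CellTiter-Glo 10 min RT, luminescence. Normalized to DMSO and media-only wells.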
HT1080 IDH1KD tx: kills HT-1080 cells with IDH1 knockdown. HT-1080 IDH1 knockdown viability, ATP luminescence, 48 h. Potency, µM (top dose mostly 46.1 µM), for inactives: at the highest dose activity, negative = toxicity, actives largely listed as cytotoxic. 360,000 tested, 2% active;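 further: potency means the concentration at half of the fitted maximal effect; 0% = DMSO wells and -100% = cell-free medium wells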
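Knockdown cells (IDH1KD HT-1080) received compounds 2 h after plating at 750 cells/well and were kept 48 h at 37 °C in 5% FBS RPMI. A CellTiter-Glo luminescence read gave % activity for curve fitting.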
SW480 rerep: induces DNA re-replication in SW480 colon adenocarcinoma cells | 340,000 tested, 1.8% active | AID 624297 | Potency, µM (series often up to 46.1 µM), inactives show at the top dose re-replication activation, actives largely listed as activators | SW480 DNA re-replication, Hoechst DNA content imaging, 48 h; further: potency means the concentration at half of the fitted maximal effect; % of control where 0% means no effect; nearly all actives have a fitted effect of over 55% in size
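Per well, 250 cells were exposed to pinned compound for 48 hr. Nuclear DNA was visualised with Hoechst (40 min, 37 C) and total object intensity recorded by fluorescence scanning.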
KB-3-1 tox: KB-3-1 parental cell cytotoxicity | 400,000 tested, 1.4% active | KB-3-1 viability, CellTiter-Glo ATP luminescence, 72 h | Potency, µM (doses to about 46.1 µM), for inactives: top-dose activity change, negative = cytotoxic, hits mostly cytotoxic | AID 1347075; further: potency means the concentration at half of the fitted maximal effect; on the % scale 0 is the no-effect control and ±100 the full control effect; nearly all actives have a fitted effect of over 60% in size
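Here the drug-naive KB-3-1 line serves as comparator for MDR sub-line selectivity; cells received compound titrations, 72 h at 37 °C, then CellTiter-Glo readout.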
Starred values were filed as active, the others as inactive; u = inconclusive; x = no result given; [ ] = remark or other dose. Unless noted, the call rests on the fitted dose curve; in most records, active means well fitted curve in the direction sought with a large enough effect; inconclusive means small, poorly fitted or top-dose-only effect, or another doubt; inactive means no such curve, though single readings can be large; an effect the other way counts as inactive or inconclusive.

SMILES | D3 antag | DRD3 agonist | IL1B secr inh | GLP-1R agonist | KB-V1 cytotox | HT1080-NT tox | HT1080 IDH1KD tx | SW480 rerep | KB-3-1 tox
COC(=O)C(NC(=O)C(C)NC(=O)OCc1ccccc1)C(C)C (centres undefined) | 12.9 | 1.9 | -3.3 | 9.6% | -10.1% | 11.4% | 5.4% | -11.6% | 10.3%
NC(=O)c1ccccc1NC(=O)CCCc1ccccc1 | -21.8 | 1.6 | -14.3 | -0.5% | u | -5.1% | -10.8% | 12.6% | -21.1%
C/C(=N\OCC(=O)Nc1ccccc1C(=O)O)c1cccs1 | 2.8 | 4.0 | 8.7 | -5.5% | -6.5% | 1.2% | -3.8% | 0.2% | -14.0%
COc1ccc(S(=O)(=O)N2CC=C(C(=O)Nc3ccc(NC(C)=O)cc3)CC2)cc1 | 0.6 | -5.6 | -0.4 | 6.7% | 0.6% | -5.3% | 5.7% | -5.4% | 8.0%
O=C(c1cccs1)N1CCN(Cc2cccnc2)CC1 | u | 3.4 | -14.3 | 10.3% | 16.3% | -1.5% | -5.7% | 3.5% | -6.0%
CCc1ccc(S(=O)(=O)N/N=C\c2ccc3c(c2)OCO3)cc1 | -14.5 | -3.1 | -26.1 | -3.4% | -24.3% | 3.1% | -4.4% | -3.5% | -16.3%
C/C(=N\NC(=O)C(N)=O)c1cccc(C(F)(F)F)c1 | -5.0 | 2.8 | 2.1 | 4.5% | 5.2% | 5.3% | 2.3% | u | 13.0%
COC(=O)c1oc2ccccc2c1-n1cccc1 | -11.3 | 1.5 | 17.6 | 24.3% | 1.3% | 2.3% | 16.5% | 4.2% | 0.7%
O=C(NC(Cc1nn[nH]n1)C(=O)OCc1ccccc1)OCc1ccccc1 (centres undefined) | -4.1 | -2.7 | 6.6 | -4.5% | 5.7% | -9.9% | -2.9% | x | -15.6%
COc1cc(C2C(C#N)=C(C)NC3=C2C(=O)CC(C)(C)C3)ccc1OCCO (centres undefined) | 0.0 | 4.5 | 12.4 | -7.8% | 13.3% | 9.0% | 8.9% | -2.1%[9.22 µM] | 3.3%
CCOc1ncccc1C(=O)OCC(=O)Nc1c(C)cccc1C | -21.7 | -0.7 | -2.3 | 0.8% | 0.2% | 6.0% | -1.6% | -4.1% | 1.9%
CCOc1c(C)cnc2c1c(=O)n(Cc1cccc(Cl)c1)c(=O)n2C | -21.6 | -0.3 | 18.3 | 2.7% | -10.9% | 0.4% | -16.1% | 7.0% | -12.8%
C=CCN(Cc1ccco1)S(=O)(=O)c1ccc(Cl)cc1 | -3.8 | 0.1 | -1.3 | 3.0% | 1.1% | 24.2% | 6.3% | -4.2% | -12.0%
Cc1nn(-c2ccccc2)c(C)c1C(=O)OCC(=O)N(C)C1CCS(=O)(=O)C1 (centres undefined) | 18.0 | -2.9 | 5.0 | -2.3% | 0.0% | -4.0% | -2.9% | u | 0.2%
O=c1o[nH]c(-c2ccccc2)c1N=Nc1c(F)cccc1Cl | 4.3 | 3.0 | 40.0 | 2.7% | 0.0% | 0.2% | -17.4% | -1.3% | -12.9%
Cc1ccc(-n2c3c(c(O)c(-c4ccccc4)c2=O)C(=O)CC(C)(C)C3)cc1 | 10.8 | 4.5 | -4.3 | -9.9% | 11.6µM* | 0.5% | 5.5% | u | 8.1%
O=C(Nc1cccc2nsnc12)c1ccc(-c2ccc(Br)cc2)o1 | -3.1 | -6.3 | -10.0 | 1.4% | -0.5% | -2.3% | -1.3% | 26.0% | 1.5%
Cc1cccc(-n2ncc3c2CCCC3NC(=O)Cc2c(C)noc2C)c1C (centres undefined) | 18.5 | 8.0 | 13.4 | 7.6% | -25.8% | -20.7% | -14.1% | u | -22.5%
CN(CC(=O)Nc1ccc(S(N)(=O)=O)cc1)c1ccccc1 | 0.4 | 0.4 | -7.8 | 10.2% | 0.2% | 0.9% | -1.3% | 1.7% | -7.2%
Cn1c2c(c(=O)[nH]c1=O)C(c1cccc(O)c1)C1=C(N2)c2ccccc2C1=O (centres undefined) | 15.9 | 4.4 | 19.0 | -0.1% | 4.7% | -21.1% | u | 10.3µM* | 16.4µM*
NC(=O)COC(=O)c1cccc(S(=O)(=O)N2CCN(c3ccc(F)cc3)CC2)c1 | -13.9 | 2.7 | -7.5 | 7.9% | 1.0% | -3.9% | -0.4% | -0.5% | -8.9%
COc1ccc(N(C(=O)CNC(=O)c2ccco2)C(C(=O)NC2CCCC2)c2ccncc2)cc1 (centres undefined) | -1.2 | 2.8 | 23.6 | 12.8% | u | 10.9% | 13.1% | 9.4% | 2.5%
CC(=O)c1ccc(NC(=S)Nc2cccc3ccccc23)cc1 | -10.0 | -13.7 | 8.0 | -0.8% | 6.0% | -15.5% | -3.3% | 19.6% | -8.9%
CC(NC(=O)COC(=O)c1cc(NS(=O)(=O)c2ccc(Cl)c([N+](=O)[O-])c2)ccc1O)C1CC2CCC1C2 (centres undefined) | -60.9* | -3.9 | -107.4* | -31.9%[inhibitor] | -10.5% | u | u | 9.2µM* | -2.4%
Cc1ccc(NC(=O)CN(C)C(=O)C2CSC3(C)CCC(=O)N23)cc1 (centres undefined) | -10.6 | -1.6 | -2.6 | -1.9% | 4.3% | -2.6% | -5.6% | x | -0.7%
SMILES | D3 antag | DRD3 agonist | IL1B secr inh | GLP-1R agonist | KB-V1 cytotox | HT1080-NT tox | HT1080 IDH1KD tx | SW480 rerep | KB-3-1 tox
O=C(CN1C(=O)NC2(CCc3ccccc32)C1=O)c1ccc(F)c(F)c1 (centres undefined) | 6.6 | -4.9 | -0.1 | 0.5% | -24.4% | 0.8% | 0.5% | 15.2% | 12.6%
O=C(COC(=O)c1ccc(O)cc1)Nc1ccc(S(=O)(=O)N2CCCC2)cc1 | -0.1 | 0.7 | 8.6 | -0.5% | 6.1% | -7.9% | 0.7% | -16.6% | 0.0%
CC(=O)NC1=NN(C(C)=O)C(c2sccc2C)S1 (centres undefined) | -16.8 | -4.1 | 37.5 | 7.7% | -1.0% | -0.4% | 0.4% | u | 7.6%
O=C(Nc1c(F)cc(F)cc1Br)C1CCCO1 (centres undefined) | -13.2 | -13.2 | -18.3 | -7.3% | 0.8% | 7.6% | 2.1% | 4.7% | -1.0%
CCC(C)[C@H](NC(=O)OC(C)(C)C)C(=O)N/N=C/c1cccc2nccnc12 (some centres undefined) | 18.4 | 13.0 | 27.5 | 3.9% | -4.0% | u | u | -4.8% | -17.1%
Cc1cccc2sc(NC(=O)CCn3cccc3)nc12 | -17.2 | -1.2 | -51.9* | 11.5% | u | -9.8% | -19.3% | 6.4% | -4.7%
Cc1ccc(-c2nc(CS(=O)CC(=O)NCCN3CCCC3)c(C)o2)cc1 (centres undefined) | 9.2 | 2.1 | -25.5 | -1.7% | 0.0% | 8.7% | -4.6% | -3.2% | -1.9%
CCOc1ccc(NC(=O)CCc2c(C)nc3nc(C)nn3c2C)cc1 | x | -11.4 | x | 0.1% | 1.9% | x | x | x | -14.7%
Cc1ccc(NC(=O)CSCC(=O)Nc2cccc(S(=O)(=O)N3CCCCCC3)c2)cc1 | -26.9 | -0.4 | -21.1 | 1.3% | -7.9% | -19.1% | u | 6.3% | -16.1%
Cn1c(=O)c(=O)n(C)c2cc(S(=O)(=O)N3CCCC3C(=O)NCc3ccco3)ccc21 (centres undefined) | 8.3 | 4.3 | -5.9 | 5.1% | 20.0% | 1.6% | 17.3% | 2.4% | 1.7%
COc1ccc2oc3cc(C)[n+]([O-])c(-c4ccc(Br)cc4)c3c2c1 | 22.4 | 0.0 | -2.5 | 3.3% | 2.91µM* | -8.1% | -5.0% | -5.8% | u
CCOC(=O)c1ccc(NC2c3ccccc3C(=O)N2c2cccnc2)cc1 (centres undefined) | 10.9 | -1.1 | 41.3 | 4.3% | 4.8% | -28.2% | -15.3% | -2.4% | 0.0%
CCS(=O)(=O)N1CCCC(C(=O)NCc2ccc(C)cc2)C1 (centres undefined) | 11.9 | -5.4 | -8.1 | 3.8% | 9.5% | 9.9% | 6.7% | 2.7% | 13.2%
CCOC(=O)C(NC(=O)c1ccccc1)(N1CCCC1=O)C(F)(F)F (centres undefined) | 13.3 | 2.6 | u | -4.0% | 5.9% | 12.9% | 6.5% | -0.1% | 2.1%
COc1ccc2cc(CCNC(=O)C3CCCC3)c(=O)[nH]c2c1 | 13.7 | -2.2 | -13.9 | 1.0% | -5.5% | 5.3% | 14.6% | -8.3% | 1.1%
Cc1c(CCC(=O)NCCCn2ccnc2)c(=O)oc2cc3occ(C(C)(C)C)c3cc12 | 9.6 | 6.5 | u | 17.2% | -0.7% | u | -26.3% | 4.4% | -6.6%
Cc1ccc(NC(=O)COC(=O)CSC(=S)N2CCOCC2)cc1C | -3.4 | 0.8 | 1.4 | 5.5% | 5.3% | 24.4% | 20.2% | -3.0% | 14.8%
Cc1ccc(NC2CCCN(C(=O)c3ccoc3C)C2)cc1C (centres undefined) | 12.9 | 6.6 | -1.3 | -11.5% | x | 8.8% | 9.8% | -0.3% | x
COc1cccc(NC(=O)CSc2nc(O)c(C)c(=O)n2-c2ccc(C)cc2)c1 | -26.9 | -6.0 | u | -0.7% | 17.3% | 2.3% | 7.8% | -14.7% | 2.7%

Molecules from the list above with two or more sulfur atoms, in the order listed:
SMILES | D3 antag | DRD3 agonist | IL1B secr inh | GLP-1R agonist | KB-V1 cytotox | HT1080-NT tox | HT1080 IDH1KD tx | SW480 rerep | KB-3-1 tox
CC(=O)NC1=NN(C(C)=O)C(c2sccc2C)S1 (centres undefined) | -16.8 | -4.1 | 37.5 | 7.7% | -1.0% | -0.4% | 0.4% | u | 7.6%
Cc1ccc(NC(=O)CSCC(=O)Nc2cccc(S(=O)(=O)N3CCCCCC3)c2)cc1 | -26.9 | -0.4 | -21.1 | 1.3% | -7.9% | -19.1% | u | 6.3% | -16.1%
Cc1ccc(NC(=O)COC(=O)CSC(=S)N2CCOCC2)cc1C | -3.4 | 0.8 | 1.4 | 5.5% | 5.3% | 24.4% | 20.2% | -3.0% | 14.8%
